Screening results as filed in PubChem.
ATXN2 expr inh = Primary qHTS for Inhibitors of ATXN expression; hit rate 0.72% among 360,000; Potency, µM (series often up to 57 µM), without a hit: top-dose activity change, negative = inhibition, hits mostly inhibitors; AID 1745845, 2022; HEK-293 ATXN2-luciferase reporter, luminescence, 24 h; also: potency is read from the fitted curve at half-maximal effect; % is scaled to controls: 0 for no effect and ±100 for the full control effect; nearly all actives have a fitted effect of over 55% in size
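qHTS (up to 57 uM final) was run with 24 h compound exposure of reporter cells at 37 °C. Each well was multiplexed: SteadyGlo luminescence measured ATXN2-luciferase expression after a fluorogenic Gly-Phe-AFC viability readout (25 uM final).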
IL1B secr inh = qHTS for Inhibitors of Inflammasome Signaling: IL-1-beta AlphaLISA Primary Screen. THP-1 LPS/ATP IL-1B secretion, AlphaLISA, 16 h; stronger effect = lower value. activity change, % at 57.5 µM. hit rate 4.7% among 360,000; in the data active = activity change below about -50%; inconclusive = mostly about -30% to -49%; also: % is scaled to controls: 0 for no effect and ±100 for the full control effect
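THP-1 cells pretreated 1 hr with compounds (up to 57.5 uM final), then stimulated with LPS (250 ng/mL final) plus ATP (1.25 mM final); secreted IL-1B measured by AlphaLISA after 16 hr, decreased signal indicating inhibition.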
A549 tox = Nrf2 qHTS screen for inhibitors: counterscreen for cytotoxicity; A549 ARE-Fluc cells, CellTiter-Fluor viability, 18-24 h; Potency, µM (series often up to 46 µM), inactives show top-dose activity change, negative = cytotoxicity, most hits filed as inhibitors; hit rate 0.16% among 390,000; also: potency is read from the fitted curve at half-maximal effect; % is scaled to controls: 0 for no effect and ±100 for the full control effect
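A549 ARE_Fluc cells in 5% FBS OPTI-MEM were exposed to compounds in concentration-response for 18-24 h at 37 deg C. Viability was read by CellTiter-Fluor fluorescence (Ex 405/Em 525) after 30 min, before the luciferase read.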
S2 tox = Viability Counterscreen for Primary qHTS for Inhibitors of ATXN expression. S2 cells (HEK-293 line with an ATXN2-luciferase reporter) viability, CellTiter-Fluor protease fluorescence, 24 h. Potency, µM (highest dose often 56.7 µM), most hits filed as cytotoxic. hit rate 0.49% among 400,000. AID 651635, 2014; also: potency is read from the fitted curve at half-maximal effect; nearly all actives have a fitted effect of over 40% in size
MCF10A rereplic = A quantitative high throughput screen for small molecules that induce DNA re-replication in MCF 10a normal breast cells | MCF 10A DNA re-replication, Hoechst nuclear intensity, 48 h | Potency, µM (titrated, usually from 46.1 µM), for the others: at the highest dose activity, positive = re-replication, usual class: activators | hit rate 2.9% among 350,000; also: potency is read from the fitted curve at half-maximal effect; % of control where 0% means no effect; nearly all actives have a fitted effect of over 50% in size
Nrf2 activator = qHTS of Nrf2 Activators; AREc32 ARE-luciferase reporter (MCF7-derived line), luminescence, 24 h; Potency, µM (highest dose often 46.1 µM), for inactives: top-dose activation, hits mostly activators; hit rate 0.31% among 410,000; also: potency is read from the fitted curve at half-maximal effect; % of control where 0% means no effect; nearly all actives have a fitted effect of over 65% in size
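Luminescent ARE reporter assay in AREc32_Fluc cells: overnight plating at 37 deg C, 24 hr compound incubation, Steady-Glo added, 30 min RT before reading.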
Nrf2 block = Nrf2 qHTS screen for inhibitors; hit rate 2.1% among 360,000; Potency, µM (titrated, usually from 46 µM), for inactives: top-dose activity change, negative = inhibition, most hits filed as inhibitors; A549 ARE-Fluc reporter, luciferase luminescence, 18-24 h; also: potency is read from the fitted curve at half-maximal effect; % is scaled to controls: 0 for no effect and ±100 for the full control effect; nearly all actives have a fitted effect of over 60% in size
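Reporter: ARE-Fluc in A549. Exposure: 18-24 h, 37 °C, 5% CO2, 5% FBS OPTI-MEM. Readouts: fluorescent cytotoxicity (CellTiter-Fluor), then luminescent Nrf2 signal after BugLite.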
HepG2 viability = qHTS for Inhibitors of TGF-b: Cytotox Counterscreen; HepG2 CAGA-GFP viability, ATP luminescence, 18 h; Potency, µM (doses to about 46.1 µM), inactives show top-dose activity change, negative = cytotoxicity, most hits filed as cytotoxic; hit rate 0.76% among 410,000; AID 588856, 2011; also: potency is read from the fitted curve at half-maximal effect; some results filed as inactive show a strong effect at the top dose
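CellTiter-Glo luminescence gave cytotoxicity after 18 hours at 37 degrees C. The cells were HepG2 CAGA-GFP in 1% FBS DMEM, stimulated with 500 pg/mL TGF-beta after compound addition. %Activity was normalised to no-cell wells (complete cell-killing) and DMSO (no toxicity), and curves were fitted and classified.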
TGFb inhibitor = qHTS for Inhibitors of TGF-b; HepG2 CAGA-GFP TGF-b/SMAD3 reporter, GFP fluorescence, 18 h; TGF-beta stimulated, 500 pg/mL final; Potency, µM (doses to about 46.1 µM), for the others: top-dose activity, negative = inhibition, hits mostly inhibitors; hit rate 1.2% among 410,000; AID 588855, 2011; also: potency is read from the fitted curve at half-maximal effect; % is scaled to controls: 0 for no effect and ±100 for the full control effect; nearly all actives have a fitted effect of over 65% in size
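HEPG2 CAGA-GFP reporter cells (1000/well, DMEM with 1% FBS) received compounds, then recombinant TGF-beta at 500 pg/mL final for 18 hours at 37 degrees C. Per-cell GFP summed per well was normalised to unstimulated and stimulated DMSO controls before curve fitting.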
* = called active by the depositor; i = inactive; ? = inconclusive; . = not tested or not shown; [ ] = dose if it differs, or a comment. Unless noted, calls follow the shape of the dose curve; as a rule, active = well fitted curve in the direction sought with a large enough effect; inconclusive = small, poorly fitted or top-dose-only effect, or another doubt; inactive = no such curve, though single readings can be large; an effect the other way counts as inactive or inconclusive.

SMILES	ATXN2 expr inh	IL1B secr inh	A549 tox	S2 tox	MCF10A rereplic	Nrf2 activator	Nrf2 block	HepG2 viability	TGFb inhibitor
Cc1cc(C(=O)Nc2nc3c(C)cccc3s2)c(C)o1	2%	-1	-6%	?	25%	7.5%	8%	-3%	?
CCN(CC)c1ccc2cc(-c3nnc(-c4ccccc4)o3)c(=O)oc2c1	30%	10	?	.	?	3.3%	10%	-95%	169%[activator]
CCN(CC)S(=O)(=O)c1cccc(C(=O)OCC(=O)c2ccc3c(c2)NC(=O)CO3)c1	-4%	?	-6%	i	-3%	0.4%	-13%	-8%	-2%
Nc1c(C(=O)O)sc2nc(-c3ccccc3)cc(-c3ccccc3)c12	.	14	17%	i	?	-0.8%	?	-4%	18%
CC12CCC(=O)N1C(C(=O)O)Cc1c2[nH]c2ccccc12 (stereo unspecified)	-9%	0	0%	i	1%	0.1%	-2%	-18%	13%
Cc1ccc(C2(C)NC(=O)N(CC(=O)Nc3cc(S(=O)(=O)N4CCOCC4)ccc3C)C2=O)cc1 (stereo unspecified)	-4%	17	13%	i	14%	-0.6%	5%	-12%	?
COc1ccc(C(=Cc2ccccc2)C(=O)O)cc1	7%	9	6%	i	-14%	0.0%	-10%	2%	2%
O=C(NCc1ccco1)c1cc2cc3ccc(Cl)cc3nc2o1	-28%	19	?	i	15%	12%	23µM*	-4%	-3%
COc1cc(CN2CCCCCC2)cc([N+](=O)[O-])c1O	.	-5	-19%	i	-5%	-1.0%	-18%	14%	0%
CC1CC(C)CN(C(=O)C2CC(=O)N(c3ccc(F)cc3)C2)C1 (stereo unspecified)	4%	-14	1%	i	-36%[inhibitor]	-0.7%	-2%	5%	8%
Cc1ccc(S(=O)(=O)N(CC(=O)NCC2CCCO2)c2cccc([N+](=O)[O-])c2)cc1 (stereo unspecified)	2%	-11	3%	i	-3%	0.4%	-12%	-9%	-16%
O=S1(=O)C[C@@H](N2CCN(c3ccccn3)CC2)[C@H](COCc2ccccc2)N1	5%	54	.	i	.	0.6%	.	-2%	-4%
CCOc1ccc(C(=O)CCc2nc3ccccc3s2)cc1	33%	-4	-18%	i	?	2.9%	?	-22%	-11%
CCOC(=O)c1cn(Cc2cccc(Cl)c2)c2cc(C)nn2c1=O	-22%	5	0%	i	0%	4.0%	-11%	-9%	18%
CC(=O)Nc1cccc(NC(=O)CSc2ccc(C(F)(F)F)cc2[N+](=O)[O-])c1	5%	32	-4%	i	0%	17%	?	0%	-15%
CC1=CC(=O)C=C/C1=C(/c1ccc(O)cc1C)c1ccccc1S(=O)(=O)O	.	-14	-11%	.	-1%	-0.8%	1%	-10%	1%
COc1ccccc1CNC(=O)C1CCC(CNS(=O)(=O)c2ccc(NC(C)=O)cc2)CC1 (stereo unspecified)	5%	-3	3%	i	-2%	0.0%	-8%	-74%	-2%
C[C@@H]1CCCCO[C@@H](CN(C)S(C)(=O)=O)[C@@H](C)CN([C@H](C)CO)C(=O)c2cc(N(C)C)ccc2O1	11%	17	.	i	.	-0.6%	.	7%	-4%
Cc1[nH]n2c(=O)c(C#N)c(-c3ccccc3)nc2c1-c1ccccc1	-25%	50	-7%	?	9%	-0.3%	9%	-21%	-6%
CC(C)Cc1nc2oc3c(Cl)ncnc3c2c2c1CCC2	?	-102*	21%	?	?	-1.0%	2%	-6%	-30%
COc1ccc(C(=O)CCC(=O)Nc2cccc(Cl)c2)cc1	4%	-1	1%	i	-2%	0.2%	11%	1%	-17%
N#CC(C#N)=Cc1cn(-c2ncc(C(F)(F)F)cc2Cl)c2ccccc12	-17%	4	-4%	i	?	1.1%	.	-8%	3%
CCNC(=O)C(=O)N/N=C/c1cc([N+](=O)[O-])ccc1O	-35%	0	-5%	?	?	0.5%	-5%	-21%	0%
CC(CCCC(C)(C)O)NC(=O)c1cc(COc2ccc3ncccc3c2)on1 (stereo unspecified)	-36%	-1	?	?	6%	2.7%	5.2µM*	2%	-52%
C/C(=N\NS(=O)(=O)c1ccc([N+](=O)[O-])cc1)c1ccc2c(c1)OCO2	1%	18	0%	i	2%	0.2%	0%	12%	1%
Cc1cc(Br)cc(C)c1OCC(=O)NNC(=O)CCC(=O)NCc1ccccc1	.	6	?	i	-1%	2.3%	8%	-17%	-9%
COc1ccc(NC(=O)c2ccc3nc(C)sc3c2)cc1	29%	-15	7%	i	8%	-0.1%	10%	-7%	-1%
COc1cc(C2NC(=O)N(C)C3=C2C(=O)N(c2ccccc2)C3)ccc1O (stereo unspecified)	3%	.	-1%	?	.	-0.8%	-3%	-32%	-11%
CC1=C(C(=O)Nc2ccccc2C)C(c2ccccc2)NC(=O)N1 (stereo unspecified)	4%	1	1%	i	0%	-0.4%	-1%	1%	9%
COC(=O)CC(N)c1ccc(OC)c2ccccc12 (stereo unspecified)	-5%	?	0%	?	-3%	-0.3%	-6%	4%	-1%
O=C(NCc1ccccc1)C1c2ccccc2Oc2ccccc21	.	-7	?	i	1%	-0.5%	4%	2%	-11%
N#Cc1ccc(Nc2nc(NCc3ccccc3)nc3ccsc23)cc1	-1%	-6	.	?	.	-0.2%	.	-34%	4%
COc1ccc(S(=O)(=O)NCCC(C)C)cc1OC	-8%	-2	2%	i	7%	-0.3%	-10%	-14%	0%
COc1ccc(C(=O)Nc2ccc(N3CCOCC3)c(C(F)(F)F)c2)cc1OC	?	.	5%	?	.	0.3%	-23%	-31%	-3%
c1ccc2c(c1)OCCOCCOCCOCCOCCOc1ccccc1OCCOCCOCCO2	-31%	-73*	?	?	?	-0.4%	?	-28%	-8%
CCOc1ccc(NC(=O)c2cc(=O)[nH]c3ccccc23)cc1	-5%	7	0%	i	?	-0.5%	3%	1%	-6%
CCNc1nc(NC(C)(C)C)nc(Oc2ccc(=O)n(C)n2)n1	1%	.	0%	i	.	-0.3%	7%	-1%	-22%
Cc1cc(C)c(NC(=O)C[N+](C)(C)CC(O)COc2cccc3ccccc23)c(C)c1 (stereo unspecified)	-26%	-86*	1%	i	?	5.2%	6%	-21%	-7%
COC(=O)c1c(NC(=O)COC(=O)CC(NC(C)=O)c2ccccc2)sc(C)c1C (stereo unspecified)	-12%	15	-1%	i	2%	-0.2%	4%	-9%	10%
Cc1ccccc1NC(=O)Cc1nnc(SCC(=O)Nc2ccccc2)n1C	-2%	20	10%	i	-4%	3.7%	28%	1%	3%
CN1C[C@@H]2C[C@@H](c3cccn3-c3nccs3)N3CCC[C@@]23C1=O	-26%	-18	3%	i	-7%	-0.5%	?	7%	22%
Fc1ccccc1Nc1ncnc2c1nc1n2CCCCC1	36%[activator]	.	12%	i	.	-0.9%	?	-31%	?
COc1cccc(-n2c(=O)c3c(C)c(C)sc3n(CC(=O)NCCc3ccc(OC)c(OC)c3)c2=O)c1	-8%	.	?	?	.	-1.1%	2%	-20%	0%
CC(NC(=O)CCn1nc(-c2ccc(Cl)cc2)ccc1=O)c1ccccc1 (stereo unspecified)	-2%	14	1%	i	0%	-0.4%	5%	-2%	-8%
COC(=O)C(/C=N/OCc1ccc([N+](=O)[O-])cc1)NC(=O)c1cccc(Cl)c1 (stereo unspecified)	-1%	31	8%	i	-8%	-0.8%	6%	-49%	-8%
Cc1cc(=S)cc(C)n1CCCn1ccnc1	-3%	9	-10%	i	-4%	-0.4%	27%	0%	12%
COc1cccc(-c2oc3c(c2C#CC2(N)CCCCC2)C(O)CCC3)c1 (stereo unspecified)	?	-11	.	?	.	-3.5%	.	.	.
CC1CCCN(CCCOc2ccccc2-c2ccccc2)C1 (stereo unspecified)	-24%	-82*	?	?	4%	0.3%	-7%	-4%	?
O=C(CSC1=NCCN1)NC1CCCCCC1	-3%	-97*	3%	?	?	-3.3%	5%	-47%	?
CN[C@H](C)C(=O)NC[C@H]1O[C@@H](n2cc(C)c(=O)[nH]c2=O)C[C@@H]1O	-6%	36	.	i	.	-0.9%	.	-31%	7%

Going on with the list.
SMILES	ATXN2 expr inh	IL1B secr inh	A549 tox	S2 tox	MCF10A rereplic	Nrf2 activator	Nrf2 block	HepG2 viability	TGFb inhibitor
CCC(CO)(CO)N(CC(=O)Nc1ccc(OC)cc1)CC(=O)Nc1ccc(OC)cc1	?	-6	-14%	?	-2%	-0.1%	?	-14%	-19%
FC(F)(F)c1cccc(NC(=S)NC(c2ccccc2)c2ccccc2)c1	?	-1	-23%	i	18%	0.7%	?	-48%	?
O=c1c2c3c(sc2nc(NCCO)n1-c1ccccc1)CCCC3	1%	9	-10%	i	-13%	2.1%	?	2%	-13%
COc1ccccc1C(=O)NC(=O)CSc1cccc[n+]1[O-]	-5%	11	2%	i	-1%	2.7%	-6%	2%	-1%

IL1B secr inh, entries above that show a hit.
structure	IL1B secr inh	Nrf2 activator
CC(C)Cc1nc2oc3c(Cl)ncnc3c2c2c1CCC2	-102*	-1.0%
c1ccc2c(c1)OCCOCCOCCOCCOCCOc1ccccc1OCCOCCOCCO2	-73*	-0.4%
Cc1cc(C)c(NC(=O)C[N+](C)(C)CC(O)COc2cccc3ccccc23)c(C)c1 (stereo unspecified)	-86*	5.2%
CC1CCCN(CCCOc2ccccc2-c2ccccc2)C1 (stereo unspecified)	-82*	0.3%
O=C(CSC1=NCCN1)NC1CCCCCC1	-97*	-3.3%
